Screens from PubChem.
SF-1 act – SF-1 (human) activation; CHO-K1 Gal4-SF-1 LBD luciferase reporter; % increase over DMSO SF-1-specific signal; activation, % at 10 µM; 1.9% of 65,000 active; AID 522;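 active means activation above the mean activation of all tested compounds plus 3 SD, cut at about 50% in these data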
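Material: Transient Gal4-SF-1 LBD reporter, CHO-K1 | Input: 4,000 cells/well | Dosing: One dose, 10 µM compound, 1% DMSO | Incubation: 20 h compound treatment, 37 °C | Detection: SteadyLite luciferase luminescence | Evaluation: Percent activation relative to DMSO median and mock-transfected background | Benchmarks: DMSO-treated SF-1-transfected cells as negative, DMSO-treated mock-transfected cells lacking SF-1 as background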
TNAP act DEA – human TNAP activation, intermediate phosphate acceptor. 64,000 tested, under 10 active. P05186. purified TNAP, CDP-star luminescence, 100 mM DEA, 30 min; hits give high values; scale: 0 levamisole-inhibited, 1 vehicle-only enzyme. activation factor at 20 µM;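 active means activation factor of at least 2 at 20 µM, relative to controls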
Target sequence (P05186 whole entry, looked up): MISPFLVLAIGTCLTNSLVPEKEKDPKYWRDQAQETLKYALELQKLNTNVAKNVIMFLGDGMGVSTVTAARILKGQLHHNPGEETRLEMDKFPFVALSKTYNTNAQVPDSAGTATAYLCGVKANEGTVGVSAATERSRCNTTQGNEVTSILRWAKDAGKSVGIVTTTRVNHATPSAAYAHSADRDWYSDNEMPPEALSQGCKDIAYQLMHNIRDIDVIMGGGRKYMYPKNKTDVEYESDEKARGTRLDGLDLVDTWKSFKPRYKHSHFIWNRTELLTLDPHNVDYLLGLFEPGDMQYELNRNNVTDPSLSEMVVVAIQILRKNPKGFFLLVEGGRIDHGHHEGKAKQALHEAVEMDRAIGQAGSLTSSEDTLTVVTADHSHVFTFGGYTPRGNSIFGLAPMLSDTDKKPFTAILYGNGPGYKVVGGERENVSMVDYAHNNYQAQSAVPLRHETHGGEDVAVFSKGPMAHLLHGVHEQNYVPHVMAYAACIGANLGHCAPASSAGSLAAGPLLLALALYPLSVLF
RORA act – activators of human nuclear receptor RORA; AID 560; activation, % at 10 µM; P35398; 1.5% of 65,000 active; CHO-K1 Gal4-RORA LBD luciferase reporter, luminescence; percent increase over mock-subtracted basal signal;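 active means activation above the mean of all tested compounds plus 3 SD, cut at about 49% in these data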;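 further: 0% = DMSO-treated RORA cells and 100% = added signal equal to DMSO minus mock-transfected cells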
Target sequence (P35398 whole entry, looked up, the tested form may be a part): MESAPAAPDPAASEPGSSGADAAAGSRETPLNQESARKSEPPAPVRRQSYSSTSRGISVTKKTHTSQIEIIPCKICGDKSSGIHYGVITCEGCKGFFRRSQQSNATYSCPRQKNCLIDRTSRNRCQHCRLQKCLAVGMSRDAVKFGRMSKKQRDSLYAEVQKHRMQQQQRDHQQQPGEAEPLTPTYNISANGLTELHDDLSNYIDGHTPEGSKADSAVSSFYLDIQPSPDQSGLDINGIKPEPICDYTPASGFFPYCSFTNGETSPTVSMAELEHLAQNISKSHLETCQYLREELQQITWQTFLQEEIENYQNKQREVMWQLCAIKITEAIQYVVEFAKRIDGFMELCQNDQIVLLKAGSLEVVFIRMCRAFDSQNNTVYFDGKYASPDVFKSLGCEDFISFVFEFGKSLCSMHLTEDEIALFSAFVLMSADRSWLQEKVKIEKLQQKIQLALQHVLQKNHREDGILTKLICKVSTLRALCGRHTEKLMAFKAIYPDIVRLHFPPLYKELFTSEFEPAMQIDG
DUSP1 inh – blocks human MKP-1 phosphatase activity; inhibition, %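 (compounds tested at a single concentration somewhere between 10 and 100 µM)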; 0.15% of 65,000 active; P28562; recombinant MKP-1, OMFP hydrolysis fluorescence;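 active means inhibition above about 50%, limit read from the data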;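 further: 0% = DMSO max control wells and 100% = wells with enzyme stopped by NaOH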
HER2 expr 66K – Her2 kinase expression inhibition. 0.69% of 65,000 active. SKBR-3 HER2 protein level, AlphaScreen, 18-24 h; hits give low values. P04626. HER2 level % of control, % at 10 µM. AID 645;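 active means HER2 level under 5% of the carrier-only control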;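 further: 100% = DMSO carrier and 0% = 500 nM PU-H71 HSP90 inhibitor; lower value means stronger loss of Her2 protein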
Cdc25B block – inhibitors of human Cdc25B phosphatase | P30305 | recombinant Cdc25B, OMFP fluorescence Ex485/Em525 | inhibition, %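 (compounds tested at 10 µM final in the well)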 | 0.1% of 65,000 active | AID 368; in the data active means inhibition above about 50%
FXIIa mix inh – inhibitors of human coagulation factor XIIa, pooled mixtures; purified FXIIa, fluorogenic substrate; 0.2% of 62,000 active; inhibition, % at 5 µM; AID 684; P00748; in the data active means inhibition above about 20%, passing the limit was not always enough;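 further: 0% = enzyme without compound and 100% = no enzyme blank; some results filed as inactive read as strong as hits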
D1 allo mod – D1 dopamine receptor (human) allosteric modulation | P21728 | HEK293 D1, CRE-luciferase, dopamine EC30 potentiation; actives deviate in either direction | B-score at 10 µM | 5.9% of 58,000 active;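 active means luminescence count or its row- and column-corrected plate score outside the 99.7% band of the plate's sample wells, on either side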
Hsp90 block – displaces geldanamycin probe from tumor Hsp90; AID 429; 0.35% of 64,000 active; P07900; NCI-N417 lysate Hsp90, Cy3B-geldanamycin FP displacement; inhibition, % at 30 µM;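 active means inhibition above 50%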;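 further: 0% = tracer plus lysate wells and 100% = tracer alone without lysate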
Starred values were filed as active, the others as inactive; x = not tested or not shown.

SMILES	SF-1 act	TNAP act DEA	RORA act	DUSP1 inh	HER2 expr 66K	Cdc25B block	FXIIa mix inh	D1 allo mod	Hsp90 block
O=c1[nH]n(CC2COC3(CCCCC3)O2)c(=O)c2ccccc12 (configuration not stated)	25	1	0	18	71	-9	5	0.26	-1
CCOC(=O)C(Cc1cc(C(C)=O)ccc1OC(C)C)C(=O)OCC	-7	0.9	-8	3	82	-9	2	1.2	-2
c1ccc(C2Nc3ccccc3-c3nc4ccccc4n32)nc1 (configuration not stated)	14	0.9	30	11	112	34	x	-0.32	1
CCC(C)NC(=O)c1cc(CC(C)C)on1 (configuration not stated)	30	0.9	19	1	86	-6	7	-0.26	-1
CCOC(=O)N1CCC2(CC1)C(C#N)=C(N)Oc1c2sc2nc(C)cc(C)c12	5	1	11	41	65	-7	-1	3.2	-17
CCn1ncc(C2=NOC(C(=O)Nc3ccc4c(c3)OCO4)C2)c1C (configuration not stated)	10	0.9	-17	6	98	1	1	4.6*	19
CCOC(=O)C1=C(NC#N)OC(C)=C(C)C1c1ccc(O)cc1 (configuration not stated)	5	1	-14	8	93	1	9	-0.84	-5
Cc1ccc(-c2nc(C)sc2CC(=O)NCc2ccco2)cc1	-10	1	7	13	84	1	4	x	-9
COC(=O)c1c(N)sc(C(=O)N2CCOCC2)c1C	1	0.9	-5	3	77	-17	3	1	-1
CN(CCc1ccccn1)c1ncnc2[nH]ncc12	18	1	-23	1	78	4	9	-0.084	-4
O=C(O)CN1C(=O)CCS(=O)c2ccccc21 (configuration not stated)	-3	0.8	-27	1	101	-6	4	-0.067	-4
CC(C)(C)OC(=O)NCC(=O)NCC(=O)OCc1ccccc1	-9	1	-20	0	84	-7	11	x	3
O=C1CCSc2cccc3cccc(c23)N1	-20	0.9	-7	4	100	-2	1	-1.1	-2
Cc1ccc(-c2nn(C)c(=O)c3ccccc23)cc1CNC(=O)c1ccco1	-20	0.8	-9	4	131	-6	9	x	x
Cc1oc2nc(SCC(=O)NC3CCCCC3)nc(N)c2c1C	13	x	4	25	96	1	x	0.74	2
CC1=C(C(=O)Nc2ccccc2)C(c2ccc(C)o2)N2C(=O)CSC2=N1 (configuration not stated)	-37	1	-4	-1	93	1	-19	-0.78	-4
COc1ccc2c(c1)c(CCN1C(=O)c3ccccc3C1=O)cn2C(=O)c1ccco1	0	0.9	21	8	87	-9	-3	0.57	0
COC(=O)CNc1nc(OC)nc(N(C)C)n1	-7	1	-2	-10	128	-7	9	0.3	1
Cc1cnc(NC(=O)CN2C(=O)C3CC=CCC3C2=O)s1 (configuration not stated)	0	0.9	-8	21	130	-6	2	0.078	-4
Cc1nn(C)cc1CNC(=O)c1cc2n(n1)C(C(F)(F)F)CC(c1cccs1)N2 (configuration not stated)	-6	0.9	4	-1	98	0	-16	0.1	1
CN(C1=NC(=O)C(CC(=O)Nc2ccc(Br)cc2)S1)c1ccc(O)cc1 (configuration not stated)	-6	0.9	-17	6	94	-4	17	-3.8*	-8
CCOC(=O)c1[nH]c2ccc(OC)cc2c1NC(=O)c1ccc2c(c1)OCO2	-2	0.9	-1	16	85	-6	-19	x	x
Cc1oc(-c2ccc(Cl)cc2)nc1CS(=O)CC(=O)NCCCN(C)C1CCCCC1 (configuration not stated)	9	0.9	6	-10	107	-26	0	-0.87	-3
O=C(NC1CCCCCCC1)c1cnccn1	2	1	20	-1	98	-1	-16	-0.22	1
CCC(C)(C)NC(=O)CN(C(=O)CNS(=O)(=O)c1ccccc1)c1ccccc1	4	0.9	5	-26	107	12	-3	0.008	-2
COc1ccc(OC)c(C(=O)c2ccc(C(=O)N3CCCCC3)cc2)c1	-8	0.9	19	10	121	1	7	0.2	-4
CCCc1nc(SCC(N)=O)[nH]c(=O)c1CC	6	1	1	-16	138	-7	39	-2.8*	0
COc1ccc(OC)c(NC(=O)CSc2nnc(N)s2)c1	10	1	-12	3	119	-2	-13	x	6
O=C(NC(Cc1ccccc1)C(=O)O)c1ccc(S(=O)(=O)N2CCOCC2)cc1 (configuration not stated)	-3	0.9	-4	5	100	-7	-3	-0.82	6
Cc1nc(NC(=O)c2ccc(Br)s2)sc1C(=O)N(C)C	107*	0.9	70*	3	100	1	-15	-2.3	3
Cc1nc2cc(S(=O)(=O)C(F)(F)F)ccc2s1	-15	1	-13	-9	-18*	-17	2	-0.83	-2
COCCCNC(=O)Cn1nnc(-c2ccc(NC(=O)c3ccc(F)cc3)cc2)n1	2	1	-8	20	x	-4	4	-1.3	x
O=C(NCc1cccnc1)c1noc2c1CCCC2	-7	0.9	14	9	96	7	-18	0.15	-4
CC1(C)Cc2c(c(-c3ccco3)nc3n[nH]c(N)c23)CO1	8	1	8	15	85	1	1	11*	-7
COc1ccc(C(=O)Nc2ccccc2C(=O)NCc2ccco2)cc1OC	7	0.9	-9	20	96	-2	6	x	-1
Cc1cc(C)cc(C(=O)/C=C2\NC(=O)CS2)c1	-3	1	-14	-1	96	-5	9	-1.8*	-8
CCCc1cc(=O)oc2cc3oc(C)c(C)c3cc12	-2	1	-10	7	45	-1	3	1.3	-2
COc1cc(-c2noc(-c3ccccc3C(=O)NCc3ccco3)n2)cc(OC)c1OC	-9	0.9	18	-6	92	-6	3	0.066	0
COc1ccc(-c2onc3ccc(Cl)cc23)cc1OC	13	0.9	-18	8	114	1	6	13*	-6
CCn1cc(C2=NOC(C(=O)O)C2)c(C)n1 (configuration not stated)	-5	1	-9	-3	96	-5	-1	-0.15	-3
O=C(CN1C(=O)CCC1=O)Nc1ccc(Br)cc1	2	0.9	16	31	105	2	-7	-0.04	-1
COc1cc(OC)cc(-c2nnc(SCC(=O)N(C(C)C)C(C)C)o2)c1	8	1.1	1	8	132	-5	-18	0.013	-1
CCN(CC)Cc1c(O)ccc2c(-c3ccccc3)cc(=O)oc12	-8	1	-13	-3	81	-1	-2	-1.9	-2
O=S(=O)(NCCc1cn2ccccc2n1)c1ccc(F)c(C(F)(F)F)c1	4	1	17	19	87	-8	18	-0.034	-3
Cc1ccc(C(=O)OCc2nnc(-c3ccccc3)o2)o1	1	0.9	-2	8	108	3	8	0.72	-5
CC(=O)Oc1ccc(N2C(=O)C3C4C=CC(O4)C3C2=O)cc1 (configuration not stated)	15	0.9	-8	3	84	-3	7	0.27	7
COCCn1c(N)c(C(=O)NCc2cccs2)c2nc3ccccc3nc21	8	1	-10	40	49	6	12	-1.5	-9
O=C(NC1CCN(Cc2nnnn2CCc2ccccc2)CC1)c1ccccc1F	-12	0.9	5	-8	96	-4	-1	0.37	1

Results in Cdc25B block and DUSP1 inh, for three of the compounds above:
mol,Cdc25B block,DUSP1 inh
COc1cc(OC)cc(-c2nnc(SCC(=O)N(C(C)C)C(C)C)o2)c1,-5,8
CC(=O)Oc1ccc(N2C(=O)C3C4C=CC(O4)C3C2=O)cc1 (configuration not stated),-3,3
CCCc1cc(=O)oc2cc3oc(C)c(C)c3cc12,-1,7

Next compounds.
SMILES	SF-1 act	TNAP act DEA	RORA act	DUSP1 inh	HER2 expr 66K	Cdc25B block	FXIIa mix inh	D1 allo mod	Hsp90 block
CN(Cc1nc2ccccc2n1C)C(=O)c1cccs1	17	0.9	-28	13	92	-5	7	-0.07	-1
CC12CN3CC(C)(CN(C1)C3c1ccc(Br)cc1)C2 (configuration not stated)	18	0.9	-29	-13	102	4	-5	-0.5	-1
c1ccc(COn2c(-c3ccccc3)nc3c2CCc2nonc2-3)cc1	-14	1.1	-2	17	87	-16	13	0.0073	5
c1ccc2c(c1)CCCC2NC1=NCCC1 (configuration not stated)	0	0.9	-23	8	109	-8	2	-0.92	-4
CCc1nc(Nc2ccc(N3CCN(C(C)=O)CC3)cc2)c2oc3ccccc3c2n1	53*	0.9	12	35	69	2	-1	-2.3	33
Cc1noc(COc2ccccc2OCC(O)CNC(C)(C)C)n1 (configuration not stated)	-1	0.8	-18	-18	113	20	1	-0.12	-2
CC(=O)c1cccc(NC(=O)N2CCCC2C(=O)Nc2cc(C)ccc2C)c1 (configuration not stated)	-9	0.9	-12	6	101	-13	11	-1.3	5
CCOc1ccc2[nH]c(=O)c(CN(Cc3cccs3)Cc3nnnn3C(C)(C)C)cc2c1	43	0.9	0	38	67	1	-14	1.2	0
Cc1cc(O)c(/C=N/c2ccccn2)c(=O)o1	-9	x	-13	12	67	-5	12	-0.024	-5
CCN(CC)S(=O)(=O)c1csc(C(=O)NCc2ccccc2)c1	5	1	0	-20	65	-3	4	x	-2
CN(C)c1nc(N)nc(Nc2ccccc2C#N)n1	-15	1	10	2	138	-12	1	-0.22	-2
COc1ccc(OC)c(-c2cc(C(=O)Nc3c(C)nn(Cc4ccc(Cl)cc4)c3C)no2)c1	3	1	11	7	84	-8	8	1.5	0
Cn1c(CCNC(=O)c2ccco2)nc2cc(NS(=O)(=O)c3ccc(Cl)cc3)ccc21	-11	0.9	-10	-10	92	-40	1	-0.39	-3
CC(=O)N(CCCc1ccc(C(C)(C)C)cc1)CCCN(C)C	-2	0.9	25	-1	93	-20	1	-2.2	-2
Brc1ccccc1-c1nnc(-c2cccnc2)o1	14	1	22	1	85	-4	-2	1.2	-8
CCOc1ccc(OCC)c(NC(=O)C2CCCN(S(=O)(=O)c3cccs3)C2)c1 (configuration not stated)	-14	0.9	-26	26	80	1	9	0.14	-4
N#Cc1ccc(OCC(=O)N2CCN(S(=O)(=O)c3cccs3)CC2)cc1	-12	1	-25	-9	101	2	3	0.28	1
CC(N=c1ccccn1C(=O)Nc1ccc(F)cc1)c1ccco1 (configuration not stated)	8	1	7	8	146	-32	-19	-0.59	0
CC1CCN(c2nc3c(c(=O)[nH]c(=O)n3C)n2CCCc2ccccc2)CC1	-1	1	-15	17	71	1	-15	3.7*	-3
CCOc1ccc(NC(=O)CN2CCN(CC(=O)Nc3cc(OC)cc(OC)c3)CC2)cc1	21	0.9	-5	20	113	10	5	0.23	3
CCOc1ccccc1NC(=O)C1CCCN(C(=O)NCc2ccccc2)C1 (configuration not stated)	6	0.9	2	0	99	-9	0	-0.56	0
CN1CCCCc2c1nc1c(c2N)CCCC1	20	0.9	9	-9	121	9	1	0.015	0
C=CCn1c(SCC(=O)Nc2ccc3c(c2)OCO3)nc2ccccc2c1=O	7	0.9	14	0	156	-10	3	x	0
CCOC(=O)c1sc(N)c(C#N)c1COC(=O)CNC(=O)c1ccccc1	-1	0.9	3	31	81	1	12	2.4	-7
COc1nc(-c2ccccc2)ccc1-c1noc(-c2ccccc2)n1	9	0.9	33	-4	68	7	1	-0.3	-8
Cc1ccccc1Cn1ccc(NC(=O)c2cnn3c(C(F)(F)F)cc(-c4ccco4)nc23)n1	-20	0.9	2	-2	102	-14	2	-4.4*	-3
c1ccc(CCNc2ccc3nncn3n2)cc1	-5	0.8	22	-12	104	-14	-16	1.7	-1
O=C(Cn1nnc(-c2ccccc2Cl)n1)N1CCN(S(=O)(=O)c2ccc(Cl)cc2)CC1	-6	1	11	24	98	1	-20	0.031	-3

Quoted from the listing (three entries):
SMILES	SF-1 act	TNAP act DEA	RORA act	DUSP1 inh	HER2 expr 66K	Cdc25B block	FXIIa mix inh	D1 allo mod	Hsp90 block
C=CCn1c(SCC(=O)Nc2ccc3c(c2)OCO3)nc2ccccc2c1=O	7	0.9	14	0	156	-10	3	x	0
CCOC(=O)c1sc(N)c(C#N)c1COC(=O)CNC(=O)c1ccccc1	-1	0.9	3	31	81	1	12	2.4	-7
COc1nc(-c2ccccc2)ccc1-c1noc(-c2ccccc2)n1	9	0.9	33	-4	68	7	1	-0.3	-8
